Screening data as filed in PubChem.
DAX1 inh-1: NR0B1 (DAX1) inhibition; actives 0.99% (n = 340,000); inhibition, % at 6.75 µM; AID 504766; HEK293 Gal4-DAX1 luciferase reporter, luminescence; P51843;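 active = inhibition above the mean over all tested compounds plus 3 SD, cut at about 4.2% in these data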;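 note: 0% = DAX1-transfected cells with DMSO and 100% = empty-vector control cells with DMSO; inhibition shows as a rise in luminescence from relieved DAX1 repression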
SMARCA2 act: activators of SMARCA2 function; MG213 cells, MMTV-luciferase reporter, dexamethasone, overnight; activation, % at 9.1 µM; actives 1% (n = 370,000); AID 652017; in the data active = activation above about 7.8%;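 note: 0% = vehicle wells and 100% = reference activator wells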
DAX1 inh-2: DAX1 (NR0B1) inhibition, primary screen | AID 652010 | HEK293T StAR-luciferase reporter, SF-1/DAX-1 repression relief | actives 1.1% (n = 370,000) | inhibition, % at 6.8 µM;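 active = inhibition above the mean over all tested compounds plus 3 SD, cut at about 3.6% in these data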;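 note: 0% = DAX-1 cells with DMSO and 100% = cells lacking DAX-1 with DMSO; higher inhibition means more luminescence from relief of DAX-1 repression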
KLK7 zymogen act: proKLK7 (human) activation, primary screen; P49862; purified proKLK7, EDANS-DABCYL substrate fluorescence; 100% is mature enzyme control, 0% vehicle; activation, % at 7 µM; actives 0.9% (n = 370,000);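 active = activation above the mean of all tested compounds plus 3 SD, computed per campaign excluding outliers beyond control limits, cut at about 13% in these data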
FXN GAA850 act: increases GAA850 frataxin promoter reporter activity; HEK293 lucGAA850 FXN promoter luciferase reporter, 24 h; percent of 10 µM SAHA response; activation, % at 6 µM; actives 0.56% (n = 360,000);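 active = activation above the average of all compounds screened plus 3 SD, cutoff fixed separately per campaign, cut at about 7.5% in these data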;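 note: 0% = DMSO wells and 100% = 10 µM SAHA wells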
GC-B act: GC-B (human) receptor activation; actives 0.11% (n = 370,000); P20594; AID 1920062; activation, % at 10 µM; HEK293-GC-B cells, CNP EC30, cGMP TR-FRET; 0% at EC30 CNP, 100% saturating CNP;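 active = activation at 10 µM reaching about 35% in either raw or pattern-adjusted values, limit read from the data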
hcDAF-12 act: activates DAF-12 receptor from parasite H. contortus; activation, % at 6.8 µM; actives 1.4% (n = 370,000); HEK293 hcDAF-12 lit1-tk-luc reporter, luminescence; 0% DMSO, 100% Δ7-dafachronic acid;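 active = activation above the mean of all tested compounds plus 3 SD, cut at about 5.5% in these data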;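 note: 100% = response to 3 µM Δ7-dafachronic acid high control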
GC-A act: GC-A (human) enzyme activation; activation, % at 10 µM; actives 0.14% (n = 370,000); P16066; HEK293 GC-A cells, cGMP TR-FRET, EC30 ANP; 0% at EC30 ANP, 100% saturating ANP; in the data active = activation above about 40%
Target sequence (P16066 whole entry, looked up): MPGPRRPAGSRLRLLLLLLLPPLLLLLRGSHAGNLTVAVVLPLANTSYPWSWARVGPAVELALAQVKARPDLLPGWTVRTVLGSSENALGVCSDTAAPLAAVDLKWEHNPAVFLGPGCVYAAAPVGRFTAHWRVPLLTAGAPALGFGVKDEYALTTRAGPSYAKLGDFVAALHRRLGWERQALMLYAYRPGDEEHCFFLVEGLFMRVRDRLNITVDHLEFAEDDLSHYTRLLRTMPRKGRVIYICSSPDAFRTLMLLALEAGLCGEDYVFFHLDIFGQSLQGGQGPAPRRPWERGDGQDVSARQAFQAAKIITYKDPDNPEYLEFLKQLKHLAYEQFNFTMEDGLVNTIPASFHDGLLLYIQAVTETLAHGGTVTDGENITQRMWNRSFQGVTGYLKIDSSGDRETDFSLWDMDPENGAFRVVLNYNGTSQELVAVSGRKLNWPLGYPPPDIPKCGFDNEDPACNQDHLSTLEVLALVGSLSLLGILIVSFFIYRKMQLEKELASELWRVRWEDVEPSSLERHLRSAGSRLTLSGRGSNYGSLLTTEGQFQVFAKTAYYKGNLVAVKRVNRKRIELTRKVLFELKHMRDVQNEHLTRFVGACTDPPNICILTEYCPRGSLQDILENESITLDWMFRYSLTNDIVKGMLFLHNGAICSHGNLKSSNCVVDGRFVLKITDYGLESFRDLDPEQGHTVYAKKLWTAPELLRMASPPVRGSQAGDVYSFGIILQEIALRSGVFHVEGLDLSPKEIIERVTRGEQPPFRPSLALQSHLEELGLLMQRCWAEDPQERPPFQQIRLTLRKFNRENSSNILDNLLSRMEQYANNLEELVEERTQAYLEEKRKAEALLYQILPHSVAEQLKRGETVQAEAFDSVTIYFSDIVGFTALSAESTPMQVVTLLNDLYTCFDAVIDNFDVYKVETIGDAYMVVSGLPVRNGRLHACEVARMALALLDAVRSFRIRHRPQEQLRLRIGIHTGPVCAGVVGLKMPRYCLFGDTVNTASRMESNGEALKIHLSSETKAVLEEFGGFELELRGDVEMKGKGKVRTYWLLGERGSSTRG
hgDAF12 agonist: agonists of H. glycines DAF-12 nuclear receptor | activation, % at 6.8 µM | actives 1.8% (n = 370,000) | HEK293 GAL4-hgDAF12 UAS-luciferase reporter, agonist luminescence; normalized to butyrate control;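 active = activation above a cutoff set at the mean of all screened compounds plus 3 SD, cut at about 10% in these data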;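 note: 0% = DMSO wells and 100% = sodium butyrate wells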
ssDAF12 agonist: S. stercoralis DAF-12 activation, primary screen; actives 1% (n = 370,000); activation, % at 6.8 µM; HEK293 ssDAF-12/GRIP1 lit1-tk-luc reporter, luminescence; % of 3 µM dafachronic acid response;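 active = activation above the mean over all tested compounds plus 3 SD, cut at about 0.9% in these data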;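 note: 0% = DMSO-only wells and 100% = 3 µM delta7-dafachronic acid wells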
HGIII-sPLA2 inh: Blocks human group III sPLA2 activity; Q9NZ20; QFRET BODIPY PC-A2 liposome hydrolysis, fluorescence; inhibition, % at 12.2 µM; actives 0.56% (n = 370,000);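 active = inhibition above mean plus 3 SD of compounds lying within the high and low control bounds, cut at about 19% in these data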;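 note: 0% = median of test compound wells and 100% = no enzyme DMSO wells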
Starred values were filed as active, the others as inactive; nt = no result given. Outcome played no part in choosing rows. Share with any hit: about 6.7%.

SMILES	DAX1 inh-1	SMARCA2 act	DAX1 inh-2	KLK7 zymogen act	FXN GAA850 act	GC-B act	hcDAF-12 act	GC-A act	hgDAF12 agonist	ssDAF12 agonist	HGIII-sPLA2 inh
CCOC(=O)C1CCCN(C(=O)c2cc(Cl)ccc2Cl)C1 (configuration not stated)	-0.4	3	0.4	0.3	-1.8	8	2.4	1	0.8	-0.2	-3
CN(C)c1ccc(C2NCC(CCl)O2)cc1 (configuration not stated)	-0.1	1	0.0	0.2	-1.2	6	-1.2	0	0.7	-0.9	5
CCCCCCNC(=O)CCNS(=O)(=O)c1ccc(C)cc1	1.2	-3	-0.2	0.1	-1.6	-4	-2.2	-2	-2.4	-1.2	-4
Brc1ccc(OCc2cn3ccccc3n2)cc1	-0.1	2	6.5*	-0.7	4.7	-8	3.8	4	20*	-0.2	-2
C[C@@H]1CN([C@@H](C)CO)C(=O)CCCn2nncc2CO[C@@H]1CN(C)C(=O)Nc1ccc(N2CCCCC2)cc1	1.6	-1	-0.1	-0.5	1.6	-1	1.5	3	0.4	-1.6	4
Nn1c(SCC(=O)NCc2ccccc2)nncc1=O	-1.8	1	0.3	-0.4	0.9	2	-0.6	-1	-0.4	-0.8	1
Cc1cccc(C)c1NC(=O)N1CCN(c2nc3ccccc3s2)CC1	-3.9	-5	-2.5	0.1	-1.4	9	-5.0	6	-7.7	-2.5	4
O=[N+]([O-])c1cc2c(cc1/C=N/NS(=O)(=O)c1ccc(Br)cc1)OCO2	nt	-1	0.1	0.1	-0.6	7	1.5	1	5.0	-0.9	13
COc1ccc(S(=O)(=O)Nc2ccccc2C(=O)NCc2cccnc2)cc1	-0.2	0	-0.2	-2.7	-0.9	-4	-1.6	1	0.6	-1.3	-2
CN(CCOc1ccc(-c2ccn(S(=O)(=O)c3cccc4ccccc34)n2)cc1)c1ccccn1	1.4	5	-0.1	-0.2	0.5	-10	1.6	3	1.6	-0.8	-2
Cn1c(SCC(=O)NC(C)(C)C)nnc1-c1cccc(NC(=O)c2ccccc2F)c1	0.2	4	-0.2	-0.2	0.3	-3	-0.5	2	-0.7	-1.2	5
CCOC(=O)C1=NN(c2ccccc2)C(=O)C1	0.1	1	-0.2	0.3	-0.2	-3	0.4	4	-0.6	-0.4	6
Clc1ccc(-c2nnn(Cc3nc4ccccc4s3)n2)cc1	2.6	6	0.8	0.0	1.1	1	5.5	3	4.3	0.2	-47
COC(=O)c1ccccc1S(=O)(=O)NNC(=O)Nc1ccccc1	-0.7	-1	-0.3	0.0	1.4	5	-1.4	2	-2.1	-1.8	4
COC(=O)Cc1csc(Nc2ccccc2Cl)n1	3.5	3	2.1	-0.4	2.0	-6	-1.9	-4	3.5	0.0	3
CC(C)N(C(=S)NC1CC2CCC1C2)c1ccccc1 (configuration not stated)	-1.1	1	-0.1	-0.5	0.3	0	-0.3	-7	0.1	-0.5	2
CCc1ccc(NC(=O)CN2C(=O)C(=O)N(Cc3ccccc3)C2=O)cc1	nt	-1	-0.2	0.6	nt	-5	1.2	0	3.3	-2.0	-1
CC(C)C(=O)OCC(=O)Nc1ccc(N=Nc2ccccc2)cc1	3.0	5	2.9	-0.2	5.4	-5	1.8	7	16*	-1.2	-7
CCOc1ccc2[nH]c3c(NCCOC)ncnc3c2c1	1.5	2	-0.1	0.1	2.1	4	-0.3	-1	2.1	-1.0	-4
Cc1nn2c(=O)cc(CSc3ccccc3NC(=O)c3ccccc3)nc2s1	-0.5	0	-0.5	-0.6	0.8	5	-2.6	3	2.4	-1.0	6
N#Cc1ccc(S(=O)(=O)N2CCN(C(=O)[C@@H]3CCCN3C(=O)c3cccs3)CC2)cc1	1.2	-1	-0.2	0.2	0.8	4	-0.9	1	3.0	-1.3	-6
CC1CCCC(NC(=O)c2n[nH]c(=O)c3ccccc23)C1C (configuration not stated)	2.5	-4	0.5	-0.1	2.2	-2	0.0	0	1.1	-0.2	-4
CC1(C)CC(=O)C2=C(C1)N(CCN1CCOCC1)C1=C(C(=O)CC(C)(C)C1)C2c1ccc(Cl)cc1	2.3	-5	-0.8	-4.8	5.3	-20	-0.7	-19	-0.2	-1.0	15
C=CCNC(=O)Nc1ccc(F)cc1F	-1.2	-1	-0.1	0.3	2.9	2	2.9	4	2.8	-0.1	9
Cc1ccc(-c2cc3ccccc3nc2N2CCCC2)cc1	0.0	3	0.8	-1.5	6.7	-9	5.3	-4	2.7	0.1	7
CCC(C)c1ccccc1NC(=O)c1cccc(-n2cnnn2)c1 (configuration not stated)	1.4	-2	-0.4	0.4	2.6	2	-0.2	2	-0.8	-1.2	9
O=C(c1cc(-c2ccc(Cl)cc2Cl)on1)N1CCCC1	0.5	0	3.3	0.6	-0.8	-11	3.8	6	9.6	0.2	6
O=C(COC(=O)C12CC3CC(CC(Cl)(C3)C1)C2)N1CCCCC1	-0.1	-3	-0.9	0.0	2.8	3	0.8	1	0.0	-0.7	7
CCOCCCNC(=O)Cc1ccc(-n2c(CC)nc3cccnc32)cc1	-0.1	-3	0.5	-0.1	0.5	0	-1.9	-7	-1.1	-1.2	1
COc1ccc(-c2cc(C(=O)Oc3ccc([N+](=O)[O-])cc3)c3ccccc3n2)cc1	1.1	1	1.3	33*	4.1	6	0.6	2	3.8	-0.8	3
NCCCC[C@H]1CNC(=O)C(=O)N1CC1CCCCC1	1.3	2	-0.1	0.7	-0.1	-2	-1.9	-1	-0.2	-1.7	6
COc1ccc(C)cc1NC(=O)Cn1cnc2sc(C)c(S(=O)(=O)N3CCOCC3)c2c1=O	0.4	-1	-0.2	-0.2	-1.1	-4	-0.7	4	-2.2	-1.1	1
O=C(O)CC12CC3CC(C1)CC(n1ncc(NCc4ccccc4)c(Cl)c1=O)(C3)C2	0.1	-4	0.2	0.7	2.4	2	-0.3	0	1.7	0.1	-1
CCC(CC)c1nnc(NC(=O)CCN2C(=O)c3ccccc3C2=O)s1	0.9	1	-0.2	0.3	0.0	1	1.1	-3	-2.2	-1.1	7
N#Cc1ccccc1Sc1ccccc1C(=O)Nc1ccccc1	0.0	-1	0.5	-0.7	-2.4	0	-1.8	-3	0.5	-1.1	-3
CCOC(=O)c1sc(NC(=O)/C=C/c2ccc(F)cc2)nc1C	-0.3	-2	-0.2	0.0	0.1	-6	-1.7	-4	4.7	-1.0	-3
O=C(N/N=C/c1ccco1)c1cc([N+](=O)[O-])cc([N+](=O)[O-])c1	-0.7	-2	-0.1	-0.1	3.0	-3	2.1	5	-0.9	-0.7	2
COc1ccc(C(=O)OCC(=O)c2ccccc2)cc1S(=O)(=O)N1CCOCC1	0.8	4	0.0	0.6	-1.6	4	-0.3	-2	0.9	-1.1	-8
COc1cc(C(=O)NCC2CCCO2)ccc1OCc1ccc(Cl)cc1 (configuration not stated)	-0.9	6	-0.5	-0.2	0.4	4	0.2	5	-0.9	-1.3	0
O=C(CNC(=O)c1cccs1)NCC(=O)OCc1ccc(F)cc1	0.4	1	0.0	0.1	1.9	1	-0.8	-4	0.7	-1.0	7
CC(C)(C#N)NC(=O)C1CCCN1S(=O)(=O)c1ccc2ccccc2c1 (configuration not stated)	0.0	-2	-0.2	-0.4	-1.2	3	-1.4	0	-0.9	-1.1	-3
COc1ccc(-c2cc(=O)c3ccccc3n2C)cc1	0.1	-1	0.7	0.3	3.0	-5	-0.1	4	1.5	-1.6	2
CCN(C(=O)COC(=O)c1cnc(C)cn1)C1CCCCC1	0.7	0	-0.3	0.0	3.9	3	0.0	-2	1.4	-1.4	3
CN(C)CC(C)(C)CNC(=O)c1cc(=O)c2ccccc2o1	0.8	-1	0.6	0.0	-3.1	-4	0.7	3	-0.4	-1.2	6
CC1=C(C(=O)OCC(C)C)C(c2ccsc2)C2=C(CCCC2=O)N1 (configuration not stated)	-0.2	-4	-0.5	2.5	-0.3	-17	-3.2	-22	-2.2	-1.2	9

The final two entries of the section above lead into the next.
SMILES	DAX1 inh-1	SMARCA2 act	DAX1 inh-2	KLK7 zymogen act	FXN GAA850 act	GC-B act	hcDAF-12 act	GC-A act	hgDAF12 agonist	ssDAF12 agonist	HGIII-sPLA2 inh
CN(C)CC(C)(C)CNC(=O)c1cc(=O)c2ccccc2o1	0.8	-1	0.6	0.0	-3.1	-4	0.7	3	-0.4	-1.2	6
CC1=C(C(=O)OCC(C)C)C(c2ccsc2)C2=C(CCCC2=O)N1 (configuration not stated)	-0.2	-4	-0.5	2.5	-0.3	-17	-3.2	-22	-2.2	-1.2	9
COC(=O)[C@H](CCSC)NC(=O)Nc1ccc(C)cc1	2.1	-1	0.7	-0.1	1.8	8	-0.5	6	2.4	-1.2	5
O=S1(=O)CCOCCCN1Cc1ccc(Cl)cc1	0.4	0	-0.3	-0.1	1.1	1	-0.8	2	-2.2	-1.1	4
CCC(=C/c1sc2ccc3ccccc3c2[n+]1C)/C=C1\Sc2ccc3ccccc3c2N1C	0.6	-5	-0.9	-0.4	4.3	2	-1.3	-4	-2.2	-1.2	-2
COc1ccc(Nc2nc(N(C)c3ccccc3)nc(N)c2[N+](=O)[O-])cc1	0.9	6	0.4	-0.1	-0.6	-3	-1.6	-20	-1.5	-1.1	0
O=C(NCc1ccc(Cl)cc1)C1CCCN(c2ncccn2)C1 (configuration not stated)	nt	-5	0.6	-0.1	nt	6	1.1	5	-1.8	-1.3	6
O=C(CN1C(=O)S/C(=C\C=C\c2ccccc2)C1=O)NC1CCS(=O)(=O)C1 (configuration not stated)	1.2	4	0.8	0.4	4.8	0	1.4	7	7.8	-0.4	-7
Cc1ccc(N(CC(=O)N2CCCCCC2)S(=O)(=O)c2ccccc2)cc1	-1.2	-1	0.5	0.6	0.6	-4	-0.2	-4	-0.8	-0.9	1
COc1ccccc1N1CCN(CCCCNC(=O)c2ccc3ccccc3c2)CC1	-1.0	-5	0.3	0.2	-1.6	-9	-2.1	-7	2.6	-1.6	-1
CCN(CC)S(=O)(=O)c1cc(C(=O)Nc2ccccn2)ccc1C	1.4	2	1.1	-0.2	4.8	2	5.6*	-1	12*	0.6	-1
COc1cccc(CN(C(=O)CN2C(=O)c3ccccc3S2(=O)=O)C(C(=O)NCC2CCCO2)c2ccco2)c1 (configuration not stated)	-0.1	6	-0.2	0.1	2.4	5	0.4	3	3.0	-0.8	-4
Cc1cccc(NC2SC(=O)N(CC(=O)O)C2=O)c1 (configuration not stated)	1.1	0	0.2	0.0	1.1	0	0.1	0	-0.7	-1.5	1
CC1CCCC(NC(=O)c2cc(S(=O)(=O)N3CCCCC3)ccc2Cl)C1C (configuration not stated)	-0.2	-2	-0.7	-0.3	-0.2	2	-0.9	-2	0.5	-1.6	5
COc1cccc(C(=O)NNC(=O)c2ccc3ccccc3c2)c1	-2.0	-1	-0.9	-0.5	0.8	3	-1.2	-2	-0.1	-1.5	-12
Cc1ccc2cccc(N)c2n1	-0.1	2	-0.8	-0.1	1.3	2	-0.6	0	1.3	-0.8	1
CCCN1CCC(NC(=O)CCc2nnc(Cc3cc(OC)ccc3OC)o2)CC1	0.7	1	0.9	0.7	0.3	-1	-0.2	2	-1.6	-1.1	0
